Screens from PubChem BioAssay.
OX1R FRET antag: antagonists of human orexin 1 receptor (OX1R). 330,000 tested, 1.8% active. inhibition, % at 6.6 µM. O43613. OX1R-expressing cells, FRET antagonist read-out; in the data active = inhibition mostly above about 38%, no sharp cut-off; inactive = mostly below about 40%;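 also: 0% = agonist challenge alone and 100% = reference antagonist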
Target sequence (O43613 whole entry, looked up): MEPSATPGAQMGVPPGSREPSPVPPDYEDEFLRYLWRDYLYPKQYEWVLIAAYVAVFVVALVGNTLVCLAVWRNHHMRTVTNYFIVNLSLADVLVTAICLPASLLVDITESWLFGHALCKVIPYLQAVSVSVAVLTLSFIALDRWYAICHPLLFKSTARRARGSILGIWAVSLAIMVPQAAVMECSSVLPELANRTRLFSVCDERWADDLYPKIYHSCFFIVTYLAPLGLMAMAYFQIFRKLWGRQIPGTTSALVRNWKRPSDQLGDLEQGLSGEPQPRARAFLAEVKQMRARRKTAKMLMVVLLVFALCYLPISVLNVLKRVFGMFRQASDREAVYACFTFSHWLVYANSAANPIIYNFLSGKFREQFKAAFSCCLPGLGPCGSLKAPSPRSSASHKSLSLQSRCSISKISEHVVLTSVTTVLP
STK33 inh: human STK33 kinase inhibition | inhibition, % at 10 µM | purified STK33, MBP phosphorylation, ADP-Glo luminescence | Q9BYT3 | 320,000 tested, 0.073% active;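 active = inhibition at or above 25%, using the most active replicate where run in duplicate; inactive = inhibition below 25%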
Target sequence (Q9BYT3 whole entry, looked up): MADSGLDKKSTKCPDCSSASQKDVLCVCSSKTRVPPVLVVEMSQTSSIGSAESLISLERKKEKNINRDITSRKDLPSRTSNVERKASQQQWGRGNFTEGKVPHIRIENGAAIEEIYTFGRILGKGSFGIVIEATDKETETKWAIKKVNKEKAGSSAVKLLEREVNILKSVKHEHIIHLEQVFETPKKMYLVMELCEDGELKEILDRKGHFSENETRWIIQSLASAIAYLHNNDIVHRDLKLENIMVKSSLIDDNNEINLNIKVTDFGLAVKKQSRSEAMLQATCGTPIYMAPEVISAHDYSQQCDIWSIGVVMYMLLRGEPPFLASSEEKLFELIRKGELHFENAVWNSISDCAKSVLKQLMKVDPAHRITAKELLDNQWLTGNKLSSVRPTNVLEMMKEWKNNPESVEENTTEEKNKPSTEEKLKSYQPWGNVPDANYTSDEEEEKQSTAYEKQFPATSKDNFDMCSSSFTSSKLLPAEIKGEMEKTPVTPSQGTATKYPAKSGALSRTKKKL
Numbers without * were called inactive; x = not tested or not shown.

Order of values – OX1R FRET antag, STK33 inh
COc1ccccc1N1CC(C(=O)Nc2ccc3c(c2)OCO3)CC1=O (stereo unspecified)
    14.1, 0.1
Cc1ccc(NC(=O)c2ccc(OCc3c(C)noc3C)cc2)cc1C
    15.2, -0.9
CCCCC(c1nnnn1CC1CCCO1)N1CCN(c2ccccc2)CC1 (stereo unspecified)
    10.7, 0.1
C=CCNc1oc(-c2cccs2)nc1S(=O)(=O)c1ccccc1
    14.9, 2.0
O=C(NCCO)C(=O)NCC(c1ccc2c(c1)OCO2)N1CCN(c2ccc(F)cc2)CC1 (stereo unspecified)
    12.3, 0.0
O=C(O)CC(=O)Nc1ccc(Oc2ccc(C(F)(F)F)cn2)c(Cl)c1
    7.0, -0.5
Cc1ccc(NC(=O)CSc2n[nH]c(-c3ccncc3)n2)cc1C
    9.8, -0.8
CC(C)n1c(NCc2c[nH]c3ccccc23)nc2ccccc21
    10.4, 0.2
Cc1cccc(C(=O)NNC(=O)CCn2nnc3ccccc32)c1
    50.6, 0.3
O=C(COC(=O)c1ccc(F)cc1)NCC1CCCCC1
    -1.3, -1.1
CCC1(CC)NC(=O)N(Cc2nc3ccccc3s2)C1=O
    14.8, -0.9
COc1cc(NC(=S)N(C)CCC#N)c(OC)cc1Cl
    6.9, -0.6
O=C(CNC(=O)[C@@H]1Cc2ccccc2CN1)NCc1ccco1
    -4.3, -0.1
COc1ccc(NC(=O)NCCCCc2ccccc2)cc1OC
    6.8, 1.0
Nc1ccc(S(=O)(=O)Nc2ccc(S(N)(=O)=O)cc2)cc1
    5.0, -1.5
COc1ccc(-c2onc3ccc(Br)cc23)cc1
    46.8, 1.3
O=C(CSc1nc(-c2ccco2)cc(C(F)(F)F)n1)Nc1ccc(C(=O)N2CCOCC2)cc1
    17.2, -1.1
Cc1ccc(NC(=O)c2cc3ccccc3o2)cc1Cl
    x, -0.1
COc1ccc2c(c1)c(C(=O)CN1CCOCC1)c(C)n2C
    17.8, 1.0
CCc1ccccc1N(CC)C(=O)C1CCN(c2ncnc3c2nc2n3CCCCC2)CC1
    9.5, 0.7
O=C(CSc1n[nH]c(=O)n1Cc1ccco1)N1CCOCC1
    1.5, -17.0
COCCNC(=O)COC(=O)c1cc(-c2ccc(OC)cc2)nc2ccccc12
    38.1, 1.6
CCCCn1c(SCC(=O)NCCc2ccc(OC)c(OC)c2)nc2c1c(=O)n(C)c(=O)n2C
    7.4, -1.5
CN(C)CCN(C(=O)c1cc(Cl)sc1Cl)c1nc2ccc(F)cc2s1
    14.2, -0.4
O=C(CSc1nnnn1C1CCCCC1)NCc1ccc2c(c1)OCO2
    12.2, -2.4
O=S(=O)(NCCc1ccncc1)c1ccc(Br)cc1
    13.2, -1.0
O=C(c1ccccc1)N1CCC(c2nc(-c3ccc(S(=O)(=O)N4CCOCC4)cc3)no2)CC1
    7.7, -0.6
CC1(C)CC(=O)C(N=Nc2cccc(F)c2C#N)=C(O)C1
    5.8, -0.9
CN(C(=O)c1ccc(NC(=O)Cc2cccc([N+](=O)[O-])c2)cc1)C1CCCC1
    4.2, 0.0
COCCC(=O)N1CCc2c([nH]c3ccccc23)C1C(C)(C)C (stereo unspecified)
    -3.8, -0.1

Overlap with the part before: four compounds, then new ones.
Order of values – OX1R FRET antag, STK33 inh
O=C(c1ccccc1)N1CCC(c2nc(-c3ccc(S(=O)(=O)N4CCOCC4)cc3)no2)CC1
    7.7, -0.6
CC1(C)CC(=O)C(N=Nc2cccc(F)c2C#N)=C(O)C1
    5.8, -0.9
CN(C(=O)c1ccc(NC(=O)Cc2cccc([N+](=O)[O-])c2)cc1)C1CCCC1
    4.2, 0.0
COCCC(=O)N1CCc2c([nH]c3ccccc23)C1C(C)(C)C (stereo unspecified)
    -3.8, -0.1
O=C(NCc1cccc(Cl)c1)C1=CC=CN2CCS(=O)(=O)N=C12
    1.1, -2.0
Cc1ccc([C@@H]2[C@@H]3C(=O)N(c4ccccc4)C(=O)[C@@H]3[C@]3(C)C(=O)N(Cc4ccccn4)CC(=O)N23)o1
    16.3, -0.6
Oc1ccccc1C1CC(c2cccs2)=NC(c2cccc(Br)c2)N1 (stereo unspecified)
    16.0, -2.9
Oc1ccc2ccccc2c1N=Nc1ccccn1
    86.2*, -9.9
O=C(COc1ccc(-c2ccccc2)cc1)N/N=C/c1cccnc1
    28.5, -1.8
CC(C)(CO)NC(=O)CC1C(=O)NCCN1Cc1ccc(-c2ccccc2)cc1 (stereo unspecified)
    5.4, -1.0
C=C(C)CC(NCc1ccco1)c1ccc(OC)cc1 (stereo unspecified)
    21.6, -1.0
COC(=O)C(CO)Nc1ncnc2onc(-c3ccc(F)cc3)c12 (stereo unspecified)
    1.5, 0.1
COc1cccc(C(=O)N2CCN(C3CCN(Cc4ccccc4)CC3)CC2)c1OC
    3.8, -0.8
CC(C)C(=O)c1cn(CC(=O)NCC2CCCO2)c2ccccc12 (stereo unspecified)
    7.4, -2.3
CCOc1cc(C(=O)O)cc(Cl)c1OCC#N
    9.6, -0.5
CC[C@H](C)C(N)c1cn([C@@H](CC(N)=O)C(=O)N2CCNCC2)nn1 (stereo partly specified)
    13.0, -0.5
CCCCc1ccc(NC(=S)N2CCN(C(=O)c3ccco3)CC2)cc1
    x, 1.9
C/C(=C1/SC(N2CCCC2)=NC1=O)c1ccc(Br)cc1
    14.1, 0.4
O=C1CSC(=Nc2ccc(O)cc2)N1
    3.5, 0.2
S=c1[nH]nc(-c2cc(-c3ccccc3)n[nH]2)n1/N=C/c1c(Cl)cccc1Cl
    4.0, -0.4
Cc1ccc(-n2c(SCC(=O)Nc3ccc4c(c3)OCO4)nnc2-c2cccs2)cc1
    14.4, -1.5
O=C(c1ccc(Br)o1)N1CCN(Cc2ccc3c(c2)OCO3)CC1
    1.6, 0.5
COc1ccc(NS(=O)(=O)c2cccc(C(=O)NNC(=O)CNC(=O)c3cccc(C)c3)c2)cc1
    19.0, -1.6
C#CCOCCOCCOCCNc1nc(N2CCOCC2)nc(N2CCN(C(=O)[C@H](Cc3ccc(O)cc3)n3cc([C@@H](N)C(C)CC)nn3)CC2)n1 (stereo partly specified)
    23.2, -0.1
S=C(Nc1ccc(Cl)cc1)Nc1ccc2c(c1)OCCO2
    x, -0.2
COc1ccc(N(Cc2cc3ccccc3[nH]c2=O)C(=O)C2CCCO2)cc1 (stereo unspecified)
    13.0, 0.1
O=C(O)CN=C(NS(=O)(=O)c1ccc(Cl)cc1)c1ccccc1
    9.1, 4.1
Cc1cccc(C(C(=O)NCc2ccc(F)cc2)N(C(=O)c2csnn2)C2CC2)c1 (stereo unspecified)
    35.4, 1.5
C/C(=N\OC(=O)c1c(-c2ccccc2Cl)noc1C)c1ccncc1
    18.2, -0.5
Cn1cc(CN2CCc3c([nH]c4ccccc34)C2C(C)(C)C)cn1 (stereo unspecified)
    9.5, -0.6
COc1ccccc1NC(=O)COC(=O)Cn1cnc2c1c(=O)n(C)c(=O)n2C
    6.7, -1.4
COc1cc2c(cc1OC)C(c1ccc(SC)cc1)CC(=O)N2 (stereo unspecified)
    -7.2, -0.7
Cc1cccc(C)c1NC(=O)C1(N(Cc2ccco2)C(=O)c2ccccn2)CCCC1
    22.7, -0.3
CCOC(=O)N1CCC(N2C(=O)c3ccc(C(=O)Nc4ccc(F)cc4F)cc3C2=O)CC1
    -1.3, 0.1
Cc1ccc(CNC(=O)c2ccc(S(=O)(=O)Nc3c(C)n(C)n(-c4ccccc4)c3=O)cc2)cc1
    20.9, -0.8
O=S(=O)(Cc1ccccc1)Nc1ccc(S(=O)(=O)NCC2CCCO2)cc1 (stereo unspecified)
    -0.9, -0.4
O=C(Cn1cnc2ccccc2c1=O)Nc1ccc(N2CCOCC2)cc1
    4.0, 1.5
CC1=CCC2C(=O)N(c3cccc(C(=O)Nc4ccccc4Cl)c3)C(=O)C2C1 (stereo unspecified)
    44.3, 3.9
Cc1cccc(N2CC(O)(c3cccs3)[N+]3=C2CCCCC3)c1 (stereo unspecified)
    3.2, -1.1
COc1ccc(NC(=S)c2ccncc2)cc1
    16.0, 1.2
COc1ccc(S(=O)(=O)N2CCOC2CNC(=O)C(=O)NCCc2ccc(S(N)(=O)=O)cc2)cc1 (stereo unspecified)
    5.2, -2.5
CCN1C(=O)C(F)(CC)C(=O)c2ccccc21 (stereo unspecified)
    17.9, -0.6
O=C(OCCN1C(=O)c2cccc3c(N4CCOCC4)ccc(c23)C1=O)c1cccc(Cl)c1
    31.4, -0.9
O=C(c1cccs1)N(c1ccc(Cl)cc1)C1C=CS(=O)(=O)C1 (stereo unspecified)
    5.8, 0.4
OC(CNCC1CCCCC1)COc1ccccc1 (stereo unspecified)
    6.2, 0.6
COC(=O)c1ccc(-c2ccc(CNCC(O)c3ccccc3)o2)cc1 (stereo unspecified)
    12.0, -1.2
CCC(CC)c1nnc(NC(=O)C23CC4CC(CC(NC(C)=O)(C4)C2)C3)s1
    -10.9, -0.5
O=C(CN1CCN(Cc2ccc3c(c2)OCO3)CC1)N1CCc2[nH]c3ccc(F)cc3c2C1
    16.1, -0.8
COc1ccc(CC(=O)NCCc2ccc(Cl)cc2Cl)cc1
    4.1, -1.0
Cc1ccccc1NC(=O)CN1C(=O)NC(C)(CCc2ccccc2)C1=O (stereo unspecified)
    11.6, 2.8
CCOc1ccc(CN2CCN(C(=O)c3ccco3)CC2)cc1
    1.8, 0.0
Cc1ccc(-c2nnc(N3CCN(C(=O)CN4C(=O)c5ccccc5C4=O)CC3)c3ccccc23)cc1
    4.2, 0.1
COc1ccc(N2CC(O)=C(c3nc(-c4ccc(F)cc4)cs3)C2=N)cc1
    15.8, -0.1
O=c1[nH]c(N/N=C\c2ccc(F)cc2)nc2ccccc12
    21.4, -1.1
Cc1ccc(NC(=O)c2nc[nH]c2C(=O)NCCCNC(=O)c2[nH]cnc2C(=O)Nc2ccc(C)cc2)cc1
    4.5, 0.2
Cc1nc(SCC(=O)c2ccc(F)cc2)c([N+](=O)[O-])[nH]1
    47.4, -1.4
CN(C(=O)CN1C(=O)NC(c2ccccc2)(c2ccccc2)C1=O)C1CCS(=O)(=O)C1 (stereo unspecified)
    -0.4, -0.8
C=CCn1c(C)cc(C(=O)COC(=O)c2ccc3c(c2)NC(=O)CS3)c1C
    20.6, -0.1
COc1ccc(CCNC(=O)c2cc3c(=O)n(C)c4ccccc4c3n2C)cc1OC
    26.5, -0.9
Cc1ccsc1/C=N/NC(=O)c1ccc(-n2cccc2)cc1
    11.8, 0.3
O=C(CSc1nnc(CNC(=O)c2ccccc2F)o1)NCc1ccccc1
    7.3, -0.4
Cc1cc(S(=O)(=O)N(Cc2ccc3c(c2)OCO3)CC2CCCO2)ccc1-n1cnnn1 (stereo unspecified)
    20.9, -0.6
Cc1nc(SCC(=O)Nc2cc(S(=O)(=O)N3CCOCC3)ccc2Cl)nc(C)c1C
    5.8, -0.6
COC(=O)c1ccc(NC(=O)CN2CCN(c3cccc(Cl)c3)CC2)cc1
    24.0, -0.5

Single values from the entries so far:
Entry for `CCC(CC)c1nnc(NC(=O)C23CC4CC(CC(NC(C)=O)(C4)C2)C3)s1` in OX1R FRET antag: -10.9
Entry for `Cc1ccc(-c2nnc(N3CCN(C(=O)CN4C(=O)c5ccccc5C4=O)CC3)c3ccccc23)cc1` in STK33 inh: 0.1
Entry for `C=CCn1c(C)cc(C(=O)COC(=O)c2ccc3c(c2)NC(=O)CS3)c1C` in STK33 inh: -0.1
Entry for `O=C(CN1CCN(Cc2ccc3c(c2)OCO3)CC1)N1CCc2[nH]c3ccc(F)cc3c2C1` in OX1R FRET antag: 16.1
Entry for `COC(=O)c1ccc(-c2ccc(CNCC(O)c3ccccc3)o2)cc1` (stereo unspecified) in STK33 inh: -1.2

Further records follow:
Order of values – OX1R FRET antag, STK33 inh
O=C(NCCN1C(=O)S/C(=C\c2cccnc2)C1=O)c1cc(S(=O)(=O)N2CCOCC2)ccc1F
    9.2, -0.8
COC(=O)c1ccc(CNC(=O)c2ccc(S(=O)(=O)N(C)c3ccccc3OC)cc2)cc1
    10.6, -0.6
CCOC(=O)CSc1ncc(-c2ccccc2)nn1
    12.3, 0.2
CC(=O)c1c(C)[nH]c(C(=O)OCC(=O)NCc2ccc(Cl)cc2)c1C
    5.9, -0.2
O=C(Cc1ccc(Cl)cc1)NCCc1cnc[nH]1
    -16.3, -0.5
C/C(=N\Nc1ccccn1)c1ccc(S(=O)(=O)NCc2ccco2)cc1
    38.2, 9.3
Cc1nc(NC(=O)c2ccc(Cl)cc2)sc1Cc1ccc2c(c1)OCO2
    18.1, x
CC(CNC(=O)c1ccco1)NC(=O)c1ccco1 (stereo unspecified)
    16.6, -0.6
CCCCCC(=O)Nc1ccc(S(=O)(=O)Nc2nccc(C)n2)cc1
    7.1, -1.1
COC(=O)c1cc(S(=O)(=O)N2CCN(c3ccc(F)cc3)CC2)cn1C
    15.7, -0.2
CCOc1ccc(S(=O)(=O)N2CCC(C(=O)N3CCCCCC3)CC2)cc1C
    34.7, 0.7
O=C(CSc1nnc(Cc2ccc3c(c2)OCO3)n1C1CCCCC1)NC1CCCC1
    25.0, -0.9
CCCN1C(=O)c2ccccc2NC1c1ccc(OC)cc1O (stereo unspecified)
    12.1, -1.1
O=C(COC(=O)c1cc(=O)[nH]c2ccccc12)Nc1nc(-c2cccc(Br)c2)cs1
    15.9, -1.3
Cc1c(-n2cccc2C=O)cccc1[N+](=O)[O-]
    5.7, -0.5
COC(=O)CC1COc2ccccc2N1C(=O)c1cc(OC)c(OC)c(OC)c1 (stereo unspecified)
    16.4, 0.1
CN(c1ccccc1C(=O)NCc1ccccc1Cl)S(=O)(=O)c1ccccc1
    28.2, 0.0
CCSc1ccc([C@@H]2[C@@H]3C(=O)N(C)C(=O)[C@@H]3[C@]3(C(=O)OC)CCCCN23)cc1OC
    24.1, 10.1
N#Cc1ccccc1Sc1ccccc1N
    19.2, -4.1
COc1ccc(O)c(CN2CCC(n3nccc3NC(=O)CCOc3ccccc3)CC2)c1
    41.4, 0.3
CN(C)C(=O)CN1CCN(Cc2cn(C)nc2-c2ccc3c(c2)OCCO3)CC1
    14.9, -0.8
CC(C)Cn1c(SC(C)C(=O)NCC2CCCO2)nc2ccc(Cl)cc2c1=O (stereo unspecified)
    7.1, -0.3
CC(C)N1C(=O)CCC1C(=O)O (stereo unspecified)
    5.6, -4.7
